Rhodamine autofl: compound fluoresces in the rhodamine spectral region. Rhodamine-region fluorescence, 547/598 nm, Tris buffer; stronger effect = higher value. 59,000 compounds, 0.05% hits. max dye-equivalent concentration, M; in the data active means max dye-equivalent concentration above about 11 nM; inconclusive means between about 1.1 nM and that limit
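Steps: pin-transfer compounds into pH 8.0 Tris (100 mM), hold 15 min at room temperature, image with a 547/598 nm filter pair, and convert intensities to rhodamine-equivalent concentration using a six-point on-plate rhodamine series.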
HEK293 cAMP ctrl: parental HEK293 cAMP activation (counter-screen); Potency, µM (titrated, usually from 57.1 µM), for the others: top-dose activation, usual class: activators; parental HEK293 CNG cAMP sensor, membrane potential fluorescence; AID 938; 73,000 compounds, 2.5% hits; further: potency means the concentration at half of the fitted maximal effect; % of control where 0% means no effect; nearly all actives have a fitted effect of over 55% in size
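Parental HEK 293 cells stably expressing a cAMP-gated CNG channel were loaded with membrane potential dye containing 100 uM RO 20-1724 for 60 min. Compound added for 30 min; depolarization read as fluorescence intensity at 590 nm.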
USP2a inhib: USP2a (human) protease inhibition | USP2a enzymatic assay, qHTS inhibition | Potency, µM (titrated, usually from 38.3 µM), for inactives: at the highest dose activity change, negative = inhibition, most hits filed as inhibitors | 60,000 compounds, 0.1% hits;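 further: potency means the concentration at half of the fitted maximal effect; nearly all actives have a fitted effect of over 60% in size; plate controls were DMSO for no effect and NEM full inhibition control for full effect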
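Coupled readout: USP2-cleaved Ub-PLA2 (20nM final) turns over NBD C6-HPC (20uM final), Ex 460nm/Em 535nm after 2.5 h, time-zero read flagging artifacts. Enzyme (20nM final, pH 8.0 Tris) given 30 min RT with compound first; NEM defines full inhibition.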
Caspase-1 inhib: allosteric or competitive inhibitors of human caspase-1 | P29466 | Caspase-1 enzyme, Ac-WEHD-AFC fluorogenic rate | 75,000 compounds, 0.03% hits | AID 900 | Potency, µM (top dose mostly 57.5 µM), for the others: at the highest dose activity change, negative = inhibition, hits mostly inhibitors;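 further: potency means the concentration at half of the fitted maximal effect; plate controls were vehicle for no effect and no substrate for full effect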
BRCT inh green: BRCA1 BRCT-phosphoprotein interaction inhibition. P38398. BRCA1 BRCT-phosphopeptide binding, green fluorescence polarization. Potency, µM (series often up to 76.9 µM), inactives show at the highest dose activity change, negative = inhibition, usual class: inhibitors. 75,000 compounds, 0.05% hits. AID 875;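 further: potency means the concentration at half of the fitted maximal effect; plate controls were peptide without protein for full effect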
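Compounds were incubated for 12 min at room temperature with a complex of 100 nM fluorescein-tagged pBACH1 decapeptide and 250 nM His-tagged BRCT protein. Buffer was phosphate pH 7.3 with EDTA, DTT and Tween 20. Disruption of binding lowers the polarization signal.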
BRCT PPI red: disrupts BRCA1 BRCT binding to phosphoprotein, red fluorophore readout | P38398 | Potency, µM (top dose mostly 76.9 µM), without a hit: at the top dose activity change, negative = inhibition, actives largely listed as inhibitors | AID 892 | BRCT-phosphopeptide binding, red fluorescence polarization | 75,000 compounds, 0.03% hits; further: on the % scale 0 is the no-effect control and ±100 the full control effect
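Rhodamine-labelled pBACH1 10-mer (100 nM) bound to BRCT domain (100 nM) at pH 7.3; compounds incubated 12 min room temperature, polarization read. Free peptide defines full inhibition; unlabelled decapeptide titrated as control.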
HADH2 inh: HADH2 (human) dehydrogenase inhibition; Q99714; recombinant HADH2, NADH fluorescence, beta-hydroxybutyryl-CoA; Potency, µM (titrated, usually from 57.1 µM), without a hit: top-dose activity change, negative = inhibition, actives largely listed as inhibitors; 73,000 compounds, 3.4% hits; AID 886; further: potency means the concentration at half of the fitted maximal effect; on the % scale 0 is the no-effect control and ±100 the full control effect; nearly all actives have a fitted effect of over 60% in size; many of its hits are not listed in these tables
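20 nM HADH2 + cpd, 15 min RT; add 1 mM NAD+/90 uM beta-hydroxybutyryl-CoA; kinetic fluorescence 360/450 nm, 4 min. Tris-HCl pH 9.0, 0.01% Tween-20.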
Caspase-7 inhib: blocks human caspase-7 allosterically or competitively | recombinant caspase-7, Ac-DEVD-AFC fluorescence rate | 75,000 compounds, 0.02% hits | Potency, µM (series often up to 57.5 µM), without a hit: at the highest dose activity change, negative = inhibition, hits mostly inhibitors | P55210 | AID 889; active means well fitted inhibition curve with a large enough effect in the main read-out, with a control signal flat, not every such curve was filed as active; inconclusive means small, poorly fitted or top-dose-only effect, or a change in a side signal; further: potency means the concentration at half of the fitted maximal effect; % of control where 0% means no effect
15-hLO inh: 15-hLO (ALOX15) enzyme inhibition | P16050 | purified 15hLO-1, xylenol orange hydroperoxide absorbance | Potency, µM (top dose mostly 57.1 µM), without a hit: at the top dose activity change, negative = inhibition, actives largely listed as inhibitors | 74,000 compounds, 1.4% hits | AID 887; further: potency means the concentration at half of the fitted maximal effect; on the % scale 0 is the no-effect control and ±100 the full control effect; nearly all actives have a fitted effect of over 55% in size
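Purified human 15hLO-1 (40 nM final) in 25 mM Hepes pH 7.5, 0.01% Triton X-100 was preincubated with compound 15 min at room temperature, then reacted 6 min with 50 uM arachidonic acid; hydroperoxide detected by Fe-XO, 573/405 nm absorbance ratio.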
Pol III holo inh: DNA polymerase III holoenzyme inhibition; 71,000 compounds, 0.25% hits; reconstituted DNA polymerase III holoenzyme replication, biochemical; Potency, µM (series often up to 57.1 µM), without a hit: top-dose activity change, negative = inhibition; AID 603; further: potency means the concentration at half of the fitted maximal effect; on the % scale 0 is the no-effect control and ±100 the full control effect
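Reconstituted *E. coli* holoenzyme (0.35 nM Pol III, 1 nM beta, 154 nM SSB, 2 nM primase) was preincubated with compound for 15 min at RT. Synthesis on 1.4 nM ssM13Gori ran 35 min, then was stopped with PicoGreen/EDTA and read as dsDNA fluorescence.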
Tau fil binding: binds recombinant human tau filaments | P10636 | recombinant tau filaments, thioflavin S fluorescence, 15 h; filaments grown with octadecylsulfate alongside compound | Potency, µM (highest dose often 57.1 µM), for inactives: top-dose activity change, negative = inhibition | 71,000 compounds, 2% hits;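 further: potency means the concentration at half of the fitted maximal effect; on the % scale 0 is the no-effect control and ±100 the full control effect; actives lower thioflavin S fluorescence by blocking filaments or displacing dye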
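Tau 2 uM in ThS buffer dispensed; compound added; 60 uM ODS added (finals 1 uM tau, 30 uM ODS); 15 h 37 C; fluor ex450/em510.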
Active calls of the source: *; i = inactive; u = inconclusive; x = not tested or not shown; [ ] = dose if it differs, or a comment. Unless noted, the call rests on the fitted dose curve; in most records, active means well fitted curve in the direction sought with a large enough effect; inconclusive means small, poorly fitted or top-dose-only effect, or another doubt; inactive means no such curve, though single readings can be large; an effect the other way counts as inactive or inconclusive. The list is partial; rates above refer to the full screens.

(1) O=C(CCc1ccccc1)Nc1nc2n(n1)C(c1ccc(Cl)cc1)CC(=O)N2 (stereo not drawn)
(2) Nc1ccc(N2CCCCC2)cc1N1CCCCC1
(3) COc1cc(OC)c(NC(=O)c2ccc(Br)o2)cc1Cl
(4) CCN(CC)S(=O)(=O)c1cccc(C(=O)Nc2ccccc2C(=O)N2CCOCC2)c1
(5) Cc1ccc(NC2=NC(c3ccc(O)cc3)n3c(nc(C)cc3=O)N2)cc1 (stereo not drawn)
(6) Cc1ccc(NC(=O)c2ccco2)c(NC(=O)c2cccs2)c1
(7) O=C(c1cccnc1)N1CCN(S(=O)(=O)c2ccc(S(=O)(=O)N3CCCC3)cc2)CC1
(8) COc1ccc(NC(=O)CCc2nc(-c3ccc(C)cc3)no2)c(OC)c1
Screen / compound no. | 1 | 2 | 3 | 4 | 5 | 6 | 7 | 8
Rhodamine autofl | i | i | x | i | i | i | i | i
HEK293 cAMP ctrl | 3% | -1% | 16%[11.4 µM] | 22% | 14% | -3% | 13% | 22%
USP2a inhib | 7% | x | 12%[7.66 µM] | -2% | 5% | -3% | -2% | -1%
Caspase-1 inhib | 1% | -3% | -4% | 4% | -1% | -1% | 0% | 0%
BRCT inh green | -1.8% | 2.1% | -1.2% | 0.3% | -0.8% | -7.0% | 1.1% | -0.3%
BRCT PPI red | 0.4% | 0.3% | 0.6% | -1.9% | -0.5% | -2.7% | 0.6% | 1.3%
HADH2 inh | 11% | -4% | 3%[11.4 µM] | 5% | 0% | 28% | 11% | 4%
Caspase-7 inhib | 0% | 0% | 0% | 3% | 1% | 1% | -4% | -1%
15-hLO inh | 7% | u | -8%[11.4 µM] | 9% | -1% | -15% | 2% | -7%
Pol III holo inh | 3% | -8% | 9%[11.4 µM] | -4% | -3% | -1% | -2% | -2%
Tau fil binding | -7% | 7.9µM* | 49%[11.4 µM] | 7% | -8% | 12% | 1% | 48%

(9) O=C(NC1=NCCS1)NC12CC3CC(CC(C3)C1)C2
(10) CCc1ccccc1NC(=O)CSC1=C(C#N)C(c2ccc3c(c2)OCO3)C2=C(CCCC2=O)N1 (stereo not drawn)
(11) C=CCn1c(N)c(C(=O)NCc2cccnc2)sc1=S
(12) CCCCSc1nc(C)c(C(C)=O)cc1C#N
(13) CC(=O)c1cccc(NC(=O)c2cc(-c3ccc(F)cc3)on2)c1
(14) CCCOc1cc(C)c(S(=O)(=O)n2ccc(C)n2)cc1C
(15) CS(=O)(=O)N(CC(=O)N1CCN(c2ccccc2)CC1)C1CCCCC1
(16) CCOC(=O)c1cnn(-c2nc(C)nc3sc4c(c23)CCC4)c1N
Screen / compound no. | 9 | 10 | 11 | 12 | 13 | 14 | 15 | 16
Rhodamine autofl | i | i | i | x | i | i | i | i
HEK293 cAMP ctrl | -16% | 8% | -5% | u | 2% | 27% | -8% | 1%
USP2a inhib | 13% | 2% | -6% | x | -18% | -4% | 9% | -3%
Caspase-1 inhib | -1% | 0% | 1% | -2% | 1% | -2% | 0% | -1%
BRCT inh green | -2.4% | -0.6% | -1.4% | -0.5% | -4.2% | 2.7% | 0.1% | -0.7%
BRCT PPI red | -1.1% | -2.0% | 0.7% | -1.0% | -0.8% | 0.3% | 0.6% | 0.5%
HADH2 inh | 0% | -8% | u | -7% | -7% | -10% | 3% | 12%
Caspase-7 inhib | 1% | 0% | -1% | -2% | -2% | -3% | 0% | 1%
15-hLO inh | 19% | -3% | -11% | -14% | -3% | -3% | 0% | -4%
Pol III holo inh | 3% | 1% | -3% | x | 2% | -4% | -4% | -3%
Tau fil binding | -5% | -4% | 126% | x | 24% | 4% | 1% | -9%

Sorted by molar mass (lowest first): part of the list above.
(12) CCCCSc1nc(C)c(C(C)=O)cc1C#N
(9) O=C(NC1=NCCS1)NC12CC3CC(CC(C3)C1)C2
(14) CCCOc1cc(C)c(S(=O)(=O)n2ccc(C)n2)cc1C
(13) CC(=O)c1cccc(NC(=O)c2cc(-c3ccc(F)cc3)on2)c1
(16) CCOC(=O)c1cnn(-c2nc(C)nc3sc4c(c23)CCC4)c1N
Screen / compound no. | 12 | 9 | 14 | 13 | 16
Rhodamine autofl | x | i | i | i | i
HEK293 cAMP ctrl | u | -16% | 27% | 2% | 1%
USP2a inhib | x | 13% | -4% | -18% | -3%
Caspase-1 inhib | -2% | -1% | -2% | 1% | -1%
BRCT inh green | -0.5% | -2.4% | 2.7% | -4.2% | -0.7%
BRCT PPI red | -1.0% | -1.1% | 0.3% | -0.8% | 0.5%
HADH2 inh | -7% | 0% | -10% | -7% | 12%
Caspase-7 inhib | -2% | 1% | -3% | -2% | 1%
15-hLO inh | -14% | 19% | -3% | -3% | -4%
Pol III holo inh | x | 3% | -4% | 2% | -3%
Tau fil binding | x | -5% | 4% | 24% | -9%

Other results follow.
(17) CNC(=O)CN(c1cccc2ccccc12)S(C)(=O)=O
(18) CC(NC(=O)Cn1ccsc1=N)C12CC3CC(CC(C3)C1)C2 (stereo not drawn)
(19) Cc1ccc(S(=O)(=O)N2CCN(C(=O)CSc3nnnn3C)C2)cc1
(20) COc1cc(-c2nc3ccccn3c2NCC2CCCO2)ccc1O (stereo not drawn)
(21) CCCCCSc1nncc(=O)[nH]1
(22) Cc1ccc(OCC(=O)OC2CCS(=O)(=O)C2)cc1 (stereo not drawn)
(23) COc1ccccc1CC1(C)NC(=O)N(CC(=O)N2CC(C)OC(C)C2)C1=O (stereo not drawn)
(24) COc1cc(-c2coc3cc(OCc4ccccc4)c(OC)c(O)c3c2=O)cc(O)c1OC
Screen / compound no. | 17 | 18 | 19 | 20 | 21 | 22 | 23 | 24
Rhodamine autofl | i | i | i | i | i | i | i | x
HEK293 cAMP ctrl | 2% | 7% | 8% | -7% | 4% | 2% | -2% | x
USP2a inhib | -7% | -5% | -10% | x | -4% | 0% | 4% | -8%
Caspase-1 inhib | 0% | 3% | -1% | u | 2% | 0% | -6% | -2%
BRCT inh green | -2.1% | -2.1% | -1.8% | -2.3% | 0.4% | -0.6% | -1.2% | 0.3%[3.08 µM]
BRCT PPI red | 0.4% | 1.3% | 0.7% | 0.9% | 0.1% | -0.3% | 0.8% | -1.4%
HADH2 inh | 15% | 4% | 3% | 24% | -4% | 6% | 8% | x
Caspase-7 inhib | 1% | 0% | -1% | -20% | 0% | 1% | -1% | -1%
15-hLO inh | 3% | -5% | 2% | 2% | 6% | 8% | 2% | -9%
Pol III holo inh | -3% | 2% | 0% | 0% | 1% | -3% | 10% | x
Tau fil binding | 0% | -27% | -3% | -7% | 0% | 4% | 2% | x

(25) CO[C@@H]1COC(=O)[C@H](C)NC(=O)C/C=C\[C@@H](C)[C@H](OC)COC(=O)[C@H](C)NC(=O)C/C=C\[C@H]1C
(26) S=c1[nH]nc(COc2ccc(Cl)cc2)o1
(27) COc1ccccc1CNC(=O)COC(=O)c1ccc(S(=O)(=O)N2CCCC2)cc1
(28) CCN(CCCNC(=O)C1CCCN(S(=O)(=O)c2cnc[nH]2)C1)c1ccccc1 (stereo not drawn)
(29) CCc1ccccc1NC1=NCC(=O)N1Cc1ccc2c(c1)OCO2
(30) Cc1c(C(=O)NCc2ccccc2)oc2c1C(=O)CCC2
(31) CC[C@H](CN(C)C)C(=O)c1ccco1
(32) O=C(Nc1ccc(-c2cn3ccsc3n2)cc1)C1CCCC1
Screen / compound no. | 25 | 26 | 27 | 28 | 29 | 30 | 31 | 32
Rhodamine autofl | x | i | i | x | i | i | i | i
HEK293 cAMP ctrl | -2%[11.4 µM] | 18% | 15% | 10% | u | 24% | 3%[11.4 µM] | 4%
USP2a inhib | x | -3% | -5% | x | 21% | -1% | x | 18%
Caspase-1 inhib | -1%[11.5 µM] | -2% | -3% | 2% | -6% | -1% | 5%[11.5 µM] | -1%
BRCT inh green | -0.6%[15.4 µM] | -0.4% | -0.6% | -4.9% | -1.2% | -1.0% | -2.3%[15.4 µM] | -2.6%
BRCT PPI red | 0.3%[15.4 µM] | -0.1% | 0.8% | 1.7% | -1.9% | -1.4% | 0.5%[15.4 µM] | -0.6%
HADH2 inh | -3%[11.4 µM] | u | 4% | -1% | -6% | -5% | 0%[11.4 µM] | 14%
Caspase-7 inhib | -3%[11.5 µM] | -2% | 0% | -2% | -6% | -1% | 1%[11.5 µM] | 0%
15-hLO inh | 1%[11.4 µM] | 2% | 5% | 0% | -13% | 10% | 6%[11.4 µM] | -3%
Pol III holo inh | x | -2% | -9% | -5% | 12% | -7% | -5%[11.4 µM] | 0%
Tau fil binding | x | 2% | 82% | -6% | -10% | -16% | 2%[11.4 µM] | -1%

Screening data from PubChem.
